From PubChem
TRHR ag – qHTS for Small Molecule Agonists and Allosteric Enhancers of Human TRH Receptor: Primary Screen for Agonists; TRHR cells, calcium flux fluo-8, FDSS agonist mode; activation, % at 2 µM; 0.18% of 360,000 active; also: 0% is about no effect
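Read-out: compound-evoked intracellular calcium rise in TRHR cells, fluo-8 dye, kinetic FDSS fluorescence at 1 s/cycle following a 10-cycle baseline. Cells cultured overnight before dye loading (30 min–1.5 h, RT).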
D2 potentiator – HTS Assay for Positive Allosteric Modulators of the Human D2 Dopamine Receptor: Primary Screen for Potentiators | potentiation, % at 10 µM | 0.34% of 340,000 active | D(2) dopamine receptor (Homo sapiens), P14416 | HEK293 T-REx D2, calcium flux, EC20 dopamine potentiation;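 active = potentiation over 3 SD above the plate norm, cut at about 30% in these data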; also: 0% is about no effect
Target sequence (P14416 whole entry, looked up): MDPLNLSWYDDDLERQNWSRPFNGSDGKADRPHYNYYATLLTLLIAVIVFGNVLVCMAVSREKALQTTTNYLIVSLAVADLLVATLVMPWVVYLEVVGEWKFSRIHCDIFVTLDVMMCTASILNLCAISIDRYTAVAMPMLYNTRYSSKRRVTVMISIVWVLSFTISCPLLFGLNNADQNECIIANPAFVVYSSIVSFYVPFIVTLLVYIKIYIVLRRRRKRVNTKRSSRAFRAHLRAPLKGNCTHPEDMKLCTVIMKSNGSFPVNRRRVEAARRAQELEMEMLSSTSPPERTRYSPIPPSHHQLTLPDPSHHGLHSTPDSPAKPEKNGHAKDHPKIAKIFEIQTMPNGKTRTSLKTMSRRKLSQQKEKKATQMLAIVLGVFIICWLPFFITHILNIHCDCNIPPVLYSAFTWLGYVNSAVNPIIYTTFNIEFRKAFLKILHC
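Potentiation of an EC20 dopamine calcium response is measured in a force-coupled, tetracycline-inducible Hek293 Trex D2 line. Compound-only kinetic reads over 180 s flag agonists before dopamine addition.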
D1 ag – Allosteric Agonists of the Human D1 Dopamine Receptor: qHTS. HEK293 T-REx D1 cells, calcium flux, agonist mode. 1% of 360,000 active. D(1A) dopamine receptor (Homo sapiens), P21728. activation, % at 2 µM. AID 504660, 2011; also: 0% is about no effect
Target sequence (P21728 whole entry, looked up): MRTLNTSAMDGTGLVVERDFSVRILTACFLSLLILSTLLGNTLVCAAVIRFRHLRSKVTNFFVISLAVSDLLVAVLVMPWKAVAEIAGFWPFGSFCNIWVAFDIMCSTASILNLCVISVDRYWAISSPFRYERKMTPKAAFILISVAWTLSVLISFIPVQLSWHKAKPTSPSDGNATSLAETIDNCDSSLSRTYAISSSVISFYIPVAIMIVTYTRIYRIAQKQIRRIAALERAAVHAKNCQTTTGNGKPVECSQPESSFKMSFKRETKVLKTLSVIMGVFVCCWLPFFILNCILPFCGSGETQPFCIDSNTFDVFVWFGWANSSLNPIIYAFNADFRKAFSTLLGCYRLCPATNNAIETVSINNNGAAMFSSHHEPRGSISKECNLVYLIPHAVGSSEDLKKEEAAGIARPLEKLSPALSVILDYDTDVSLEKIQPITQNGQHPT
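Agonism was scored from calcium flux recorded over 180 s (1 read/s) after pintool compound addition, following a 10-cycle baseline. Cells were inducible force-coupled HEK293 TREx D1, plated overnight at 30 C and loaded with no-wash calcium dye.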
D1 antag – Antagonist of Human D 1 Dopamine Receptor: qHTS | 3.2% of 360,000 active | activity change, negative = inhibition, % at 10 µM | D(1A) dopamine receptor (Homo sapiens), P21728 | AID 504652, 2011 | HEK293 TREx D1 cells, calcium flux, dopamine EC80; stronger effect = lower value; in the data active = activity change below about -30%; also: % is scaled to controls: 0 for no effect and ±100 for the full control effect
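Using tetracycline-induced force-coupled D1 Hek293 cells and a calcium dye, signals were followed for 180 s after compound, then for 180 s after EC80 dopamine, to detect inhibitors.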
TRHR enhancer – qHTS for Small Molecule Agonists and Allosteric Enhancers of Human TRH Receptor: Primary Screen for Enhancers. Thyrotropin-releasing hormone receptor (Homo sapiens), P34981. TRHR cells, fluo-8 calcium fluorescence, EC20 TRH enhancement. enhancement, % at 2 µM. 0.66% of 360,000 active. AID 493056, 2011; in the data active = enhancement above about 30%; also: 0% is about no effect
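Enhancer read-out: after compound pinning and an initial kinetic agonist-mode read, an EC20 of TRH (10 nM final) was injected and fluo-8 calcium signal (Ex 480/Em 530) followed at 1 s/cycle for 100 cycles in TRHR-expressing cells.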
D1 potentiator – Potentiators of Human D1 Dopamine Receptor: qHTS; D(1A) dopamine receptor (Homo sapiens), P21728; AID 504651, 2011; 0.036% of 360,000 active; potentiation, % at 10 µM; HEK293 TREx D1 cells, calcium flux, dopamine EC20 potentiation; in the data active = potentiation above about 30%; also: 0% is about no effect
RXFP1 antagonist – qHTS Assay for Antagonists of the Relaxin Receptor RXFP1; 0.59% of 350,000 active; AID 1259400, 2018; HEK293-RXFP1, relaxin-stimulated cAMP HTRF, 30 min; stronger effect = lower value; Relaxin receptor 1 (Homo sapiens), Q9HBX9; activity change, negative = inhibition, % at 57.5 µM;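 active = activity change of -60% or lower, but not beyond a set lower limit; inconclusive = change between -60% and -40%, or beyond the set limit; inactive = change above -40%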; also: % is scaled to controls: 0 for no effect and ±100 for the full control effect
D2 ag – HTS Assay for Allosteric Agonists of the Human D2 Dopamine Receptor: Primary Screen for Agonists; activation, % at 2 µM; 0.53% of 340,000 active; D(2) dopamine receptor (Homo sapiens), P14416; HEK293 T-REx D2 cells, calcium flux agonist mode;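 active = activation over 3 SD above normal in the single-dose calcium agonist read, cut at about 30% in these data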; also: 0% is about no effect
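Tetracycline-induced HEK293 T-REx cells with force-coupled D2 receptor, plated overnight at 30 C, loaded with no-wash calcium dye. After a 10 s baseline, compound was pin-added and calcium flux read kinetically for 180 s; calcium rises flagged agonists.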
D2 antagonist – HTS Assay for Allosteric Antagonists of the Human D2 Dopamine Receptor: Primary Screen for Antagonists | D(2) dopamine receptor (Homo sapiens), P14416 | HEK293 TREx D2 cells, calcium flux, dopamine EC80 | inhibition, % at 10 µM | 2% of 340,000 active | AID 485344, 2010; in the data active = inhibition above about 30%; also: 0% is about no effect
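Overnight-induced (tetracycline, 30 C) HEK293 T-REx cells carrying force-coupled D2 receive a no-wash calcium dye, then compound, then EC80 dopamine at 180 s; signals are read kinetically throughout.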
Active calls of the source: *; ? = inconclusive; · = not tested or not shown. Rule as the data show it, unless noted: active = activation above about 30%; inactive = the rest.

SMILES | TRHR ag | D2 potentiator | D1 ag | D1 antag | TRHR enhancer | D1 potentiator | RXFP1 antagonist | D2 ag | D2 antagonist
COc1ccccc1N1CCN(c2cc(=O)n(-c3ccc(Cl)cc3)c(=O)[nH]2)CC1 | -1.6 | 23 | 2 | 15 | 5 | -2 | · | -1.0 | 8
COc1ccc(/C=C2\SC(=S)N(C(C(=O)O)c3ccccc3)C2=O)c(OC)c1 (stereo not drawn) | 0.4 | -20 | 2 | -23 | 0 | -9 | -34 | -0.8 | -19
COc1ccc(NC(=O)c2ccccc2C)c(OC)c1 | -1.0 | 3 | 1 | -5 | 15 | -3 | -12 | -0.3 | 12
CC(C)c1ccc(/C=C2\SC(=S)N(CCC(=O)NCCCn3ccnc3)C2=O)cc1 | -0.5 | 10 | 10 | 11 | 7 | -3 | -27 | -0.9 | -2
COc1ccc(C(=O)NC2CCN(C(=S)Nc3ccc(C)c(C)c3)CC2)cc1 | -1.6 | 8 | -1 | -15 | 1 | -12 | -8 | -0.9 | 20
O=C(NCc1ccccc1)c1ccc(=O)[nH]n1 | 0.5 | 9 | 1 | 9 | 3 | -3 | -3 | -0.7 | 5
COc1ccc(/C=C/C(=O)OCC(=O)Nc2ccc(S(N)(=O)=O)cc2)cc1OC | 0.6 | 3 | 1 | 1 | 0 | -5 | -1 | 2.8 | -1
COc1cc(Nc2nc(SCC(=O)c3ccc(Br)cc3)nc3ccccc23)cc(OC)c1 | 0.5 | 5 | 2 | 10 | 6 | -3 | -7 | 0.6 | ·
COC(=O)c1ccc(CN(c2ccccc2OC)S(=O)(=O)c2cccs2)o1 | 0.3 | · | 13 | -5 | -6 | -3 | -3 | 1.4 | 36*
CCCN(C(=O)c1cccc(S(=O)(=O)N2CCN(Cc3ccccc3)CC2)c1)C1CCS(=O)(=O)C1 (stereo not drawn) | -0.2 | -12 | 0 | 19 | -4 | 0 | -14 | 0.1 | -6
CC(=O)N1N=C(c2ccc(Br)cc2)CC1c1cn(C)c2ccccc12 (stereo not drawn) | -0.5 | -10 | 3 | -14 | 0 | -4 | -30 | -0.6 | 8
CCOC(=O)c1cn(Cc2ccccc2)nn1 | 0.4 | 13 | 5 | -1 | 1 | 0 | 2 | -2.5 | -13
Cc1ccc2nc(SCC(=O)Nc3ccc(F)cc3F)nc(=O)n2c1 | 0.2 | 8 | 2 | 16 | 6 | 6 | 18 | -0.6 | 3
CC1Sc2ccc(C(=O)NCc3cccc(C(F)(F)F)c3)cc2NC1=O (stereo not drawn) | -0.5 | 1 | 7 | -14 | 1 | -24 | -4 | · | ·
CCn1c(NCc2ccco2)nc2c1c(=O)n(C)c(=O)n2C | -0.6 | -3 | 0 | -1 | 13 | 0 | 1 | -0.8 | -3
O=C(NCCc1ccccc1)c1nn(-c2ccccc2F)nc1CO | -1.4 | -4 | 1 | 2 | 18 | 0 | -24 | -0.3 | ·
COc1ccc(Cl)cc1NC(=S)N1CCCC1 | 0.1 | 16 | 0 | 1 | -4 | -1 | 2 | -0.3 | -3
COc1ccc(CNC(C)C23CC4CC(CC(C4)C2)C3)c(OC)c1OC (stereo not drawn) | 10 | -3 | 13 | 2 | -4 | -5 | -1 | 3.3 | -18
COC(=O)c1cc(NC(=O)CCc2c(C)nc3nc(C)nn3c2C)cc(C(=O)OC)c1 | -0.4 | 9 | 1 | -4 | 26 | -3 | · | 0.1 | ·
Cc1cccc2cc(CN(CCCO)C(=O)Nc3ccccc3Cl)c(=O)[nH]c12 | -0.3 | -1 | 0 | 10 | 2 | 0 | 9 | -0.9 | -11
CN(C(=O)c1cccc(Cl)c1)C1CCCN(Cc2ccccc2F)C1 (stereo not drawn) | -0.8 | 6 | 0 | 9 | -5 | -5 | -6 | -1.1 | -13
Cc1nnc(NC(=O)CSc2cn(CCNC(=O)c3ccccc3)c3ccccc23)s1 | -0.2 | 2 | 0 | 1 | -2 | -1 | -5 | -0.5 | -2
N#Cc1c(-c2ccco2)nc(NCC2CCCO2)[nH]c1=O (stereo not drawn) | 0.1 | -5 | 1 | 10 | 5 | 10 | 24 | 0.0 | 19
Cc1ccccc1NC(=S)N(C)CCc1ccccn1 | -0.4 | 8 | 1 | 0 | 6 | 1 | -3 | 1.2 | -7
NC(=O)C1CCN(c2nc(-c3ccccc3)nc3ccccc23)CC1 | 0.2 | -8 | 5 | -24 | 0 | 0 | -15 | 1.8 | -4
CC(=O)c1ccc(OCC(O)CN2CCC(C)CC2)cc1 (stereo not drawn) | 0.0 | -9 | 2 | 2 | -7 | -5 | · | -0.6 | -12
CCOC(=O)c1[nH]c(C)c(/C(O)=C2\C(=O)C(=O)N(CCN(C)C)C2c2ccco2)c1C (stereo not drawn) | -0.1 | 6 | 0 | 19 | -3 | -3 | -1 | 0.0 | -29
CCCCOC(=O)C1=C(C)Nc2ncnn2C1c1cccc(OC)c1OC (stereo not drawn) | -0.2 | -3 | -1 | -4 | 4 | 0 | -6 | -0.1 | 6
O=C1Nc2ccccc2C12Nc1ccccc1S2 (stereo not drawn) | 0.0 | 3 | 0 | 2 | 2 | 0 | · | -0.2 | -10
COc1ccc(C(=O)Nc2cccc(NC(=O)c3cccs3)c2)cc1 | -0.2 | -1 | 3 | -31* | -3 | -5 | -2 | -0.9 | -13

5 structures out of the list, arranged by heavy-atom count, low to high:
SMILES | TRHR ag | D2 potentiator | D1 ag | D1 antag | TRHR enhancer | D1 potentiator | RXFP1 antagonist | D2 ag | D2 antagonist
O=C1Nc2ccccc2C12Nc1ccccc1S2 (stereo not drawn) | 0.0 | 3 | 0 | 2 | 2 | 0 | · | -0.2 | -10
Cc1ccccc1NC(=S)N(C)CCc1ccccn1 | -0.4 | 8 | 1 | 0 | 6 | 1 | -3 | 1.2 | -7
CC(=O)c1ccc(OCC(O)CN2CCC(C)CC2)cc1 (stereo not drawn) | 0.0 | -9 | 2 | 2 | -7 | -5 | · | -0.6 | -12
COc1ccc(C(=O)Nc2cccc(NC(=O)c3cccs3)c2)cc1 | -0.2 | -1 | 3 | -31* | -3 | -5 | -2 | -0.9 | -13
CCCCOC(=O)C1=C(C)Nc2ncnn2C1c1cccc(OC)c1OC (stereo not drawn) | -0.2 | -3 | -1 | -4 | 4 | 0 | -6 | -0.1 | 6

Going on with the list.
SMILES | TRHR ag | D2 potentiator | D1 ag | D1 antag | TRHR enhancer | D1 potentiator | RXFP1 antagonist | D2 ag | D2 antagonist
COC(=O)NCC(C)OC(=O)Nc1ccc(Cl)cc1 (stereo not drawn) | -0.4 | -7 | 1 | 2 | -2 | 1 | 9 | · | ·
CCCCN(Cc1cc2ccccc2[nH]c1=O)C(=O)c1ccccn1 | 0.9 | 20 | 3 | 4 | 2 | -11 | 4 | · | ·
COCCNC(=O)CSc1nc2cc(OC)c(OC)cc2c(=O)n1Cc1ccco1 | 0.7 | 5 | 3 | 13 | 6 | 0 | -2 | -0.4 | -19
COc1ccc(NC(=O)C2CC2)cc1OC1CCCC1 | -0.3 | 1 | 2 | -16 | -2 | -6 | -3 | 0.5 | 1
COCCCNC(=S)NC(=O)c1ccccc1 | 0.3 | 3 | 1 | -2 | 4 | 0 | -8 | 0.4 | -8
COc1ccccc1NC(=O)C(Cc1ccc(Cl)cc1)c1nn[nH]n1 (stereo not drawn) | -0.6 | · | 2 | -1 | -1 | -1 | 3 | 2.0 | -10
Cc1cccc(C(=O)N2CCc3cc(CNC(=O)CSc4ccccc4)ccc32)c1 | 1.5 | 8 | 29 | 1 | -11 | -1 | 6 | 0.0 | ·
O=C(Cn1cnc2nc3n(c2c1=O)CCC3)NCc1ccccc1 | 0.1 | 4 | 0 | 1 | 3 | 4 | 27 | 0.3 | -7
CCc1nnc2n1N=C(c1ccc(-c3cc(Cl)ccc3Cl)o1)CS2 | -0.7 | 0 | 3 | -4 | 2 | -2 | -9 | 0.5 | 8
COc1ccccc1CNC(=O)c1ccc(-c2nc(CS(=O)c3ccc(C)cc3)c(C)o2)cc1 (stereo not drawn) | -0.8 | 6 | 2 | -7 | 13 | -1 | -5 | -0.6 | ·
CCCOc1ccccc1Cn1c(=O)sc2ccccc21 | 0.4 | -10 | 8 | 1 | 4 | -6 | -62* | -0.3 | ·
COc1ccc(S(=O)(=O)N2CCCOC2CNC(=O)C(=O)NCCc2ccco2)cc1C (stereo not drawn) | -0.4 | 2 | 4 | -17 | -10 | -6 | 2 | -0.2 | 4
COc1ccc(-c2c(C)n([O-])c(C)c(-c3ccccc3)[n+]2=O)cc1OC | -0.2 | -2 | 2 | -9 | -2 | 3 | 17 | -0.2 | -4
O=C(CCn1nnc2ccccc21)N1CCN(c2ccccc2)CC1 | 0.0 | 3 | 0 | 4 | -1 | -6 | 3 | 0.9 | 8
Cc1ccc(-c2csc(NC(=O)c3c(C)noc3C)n2)cc1 | -1.0 | -5 | 1 | -14 | 2 | 5 | -2 | -1.1 | 5
CCOc1ccc(S(=O)(=O)NCCc2csc3nc(-c4cccc(C)c4)nn23)cc1 | 0.0 | 0 | -1 | · | 17 | -3 | ? | -0.1 | ·
Cc1ccc(NC(=O)CSc2nc(N)cc(=O)[nH]2)cc1S(=O)(=O)N1CCOCC1 | 0.6 | -9 | 2 | 4 | -3 | 8 | -9 | 0.4 | -20
NS(=O)(=O)c1ccc(CCNC(=O)c2ccccc2OCc2ccc(F)cc2)cc1 | -0.6 | -7 | 1 | -12 | -12 | -4 | 11 | -0.2 | 5
CNc1ccccc1C(C)(C)c1cn(-c2ccc([N+](=O)[O-])cc2)nn1 | 0.6 | 1 | -1 | 4 | -3 | 4 | 0 | 0.8 | -1
Cc1ccc(C)c(NC(=O)CCN2C(=O)c3ccccc3Sc3ncccc32)c1 | 0.0 | -1 | 3 | -2 | 2 | 0 | -1 | 0.1 | ·
CCOc1cccc2c1OC(c1cc(OC)c(OC)c(OC)c1)N1N=C(c3ccc(C)o3)CC21 (stereo not drawn) | -0.7 | -12 | 2 | -7 | 17 | -6 | -3 | -0.6 | 13
COc1ccc2cc(C(=O)NCc3ccccc3CN3CCCC3)ccc2c1 | 0.8 | -27 | 3 | -64* | -1 | -15 | -11 | 0.4 | -24

Random excerpt: 2 records from the list
SMILES | TRHR ag | D2 potentiator | D1 ag | D1 antag | TRHR enhancer | D1 potentiator | RXFP1 antagonist | D2 ag | D2 antagonist
CCOc1cccc2c1OC(c1cc(OC)c(OC)c(OC)c1)N1N=C(c3ccc(C)o3)CC21 (stereo not drawn) | -0.7 | -12 | 2 | -7 | 17 | -6 | -3 | -0.6 | 13
COc1ccc(-c2c(C)n([O-])c(C)c(-c3ccccc3)[n+]2=O)cc1OC | -0.2 | -2 | 2 | -9 | -2 | 3 | 17 | -0.2 | -4
